Yeast growth tox = Inhibitors of S. cerevisiae growth, toxicity. growth inhibition, % at 25 µM (by protocol). AID 685. S. cerevisiae wild-type growth, A595 turbidity, 16 h. hit rate 0.3% among 30,000;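 active means mutant and wild-type yeast strains alike exhibit over 30% growth inhibition; inconclusive means a strain exceeds 50% while the second remains under 30%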;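 further: 0% = untreated cell controls and 100% = YPD media blanks without cells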
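System – wild-type and eIF2Bepsilon-R284H mutant S. cerevisiae, screened separately · Measured by – absorbance at 595 nm (turbidity) · Timing – 16 h compound exposure during growth at 30 °C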
Yeast eIF2B = eIF2B (yeast) activity modulation; S. cerevisiae eIF2B-epsilon R284H, GCN4-lacZ luminescence; inhibition, % at 25 µM (by protocol); hit rate 0.91% among 27,000;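 active means mutant luminescence inhibited past about 50% while wild type luminescence and mutant growth stay under set limits, limit read from the data; inconclusive means mutant versus wild type luminescence inhibition gap past a set limit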; further: some compounds called inactive have numbers as strong as hits
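Assay system: yeast eIF2B-epsilon R284H mutant carrying GCN4–beta-galactosidase fusion / Buffer or medium: YPD / Incubation: 16 h growth with compound at 30 °C, 90 min Beta-Glo step / Detection: Beta-Glo luminescence after Z-buffer lysis, growth by 595 nm absorbance / Read-out: % inhibition of reporter signal and growth versus controls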
Yeast growth tox inhibition % = recorded beside Yeast growth tox, whose call it bears; growth inhibition, %; S. cerevisiae eIF2Bepsilon-R284H mutant growth, A595 turbidity, 16 h;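 each compound tested once at 25 µM; 0% equals untreated cells and 100% equals cell-free medium blanks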
Yeast eIF2B mutant toxicity = recorded beside Yeast eIF2B, whose call it bears; growth inhibition, %; measured here: mutant yeast growth, toxicity;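 each compound tested once at 25 µM; zero equals untreated control growth and 100 equals blank medium absorbance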
The depositor's hits bear a star; ? = inconclusive; / = no result given. Some of the compounds tested, so the mix of outcomes need not match the whole.

#	compound	Yeast growth tox	Yeast growth tox inhibition %
1	COc1ccc2[nH]c(=O)c(CN(Cc3nnnn3CCc3ccccc3)CC3CCCO3)cc2c1 (configuration not stated)	-7	4
2	CC(C)NC(=O)c1cnn2c1NC(c1cccs1)CC2C(F)(F)F (configuration not stated)	-13	-7
3	CCP(=O)(CC)c1cccc(N)c1	-10	-18
4	O=C(CSc1nnc(-c2ccccn2)n1Cc1ccco1)c1ccc(Cl)cc1	0	-11
5	Cc1n[nH]c(C)c1S(=O)(=O)N1CCCC(C(=O)NCc2cccs2)C1 (configuration not stated)	7	-5
6	Cc1nn(Cc2ccc(Cl)cc2Cl)c(Cl)c1/C=C/C(=O)OCC(=O)NCC(F)(F)F	10	-12
7	Nc1nnc(SCC(=O)c2ccco2)s1	2	-5
8	CN1CCN(C(=O)c2cnn(-c3ccccc3)c2NC(=O)c2ccccc2F)CC1	-1	-4
9	Cc1ccc2c(c1)CN1CN2Cc2cc(C)ccc21	12	11
10	CC(=O)N1N=C(c2ccncc2)OC12CCCCCC2	-4	-10
11	CCCCN(CCCC)S(=O)(=O)c1ccc(NC(=O)c2cccs2)cc1	21	6
12	O=C(c1ccccc1NS(=O)(=O)c1ccc2c(c1)OCCO2)N1CCOCC1	-8	-7

#	Yeast eIF2B	Yeast eIF2B mutant toxicity
1	-11	4
2	14	-7
3	-8	-18
4	16	-11
5	23	-5
6	/	/
7	13	-5
8	7	-4
9	16	11
10	22	-10
11	14	6
12	13	-7

Further entries follow.
#	compound	Yeast growth tox	Yeast growth tox inhibition %
13	CCN(CC)c1ccc(NC(=O)c2c(OC)cccc2OC)c(C)c1	/	/
14	COC(=O)c1sc2ccc(C)cc2c1C(=O)OC	?	/
15	CCn1c(CNC(=O)c2ccc(OC)c(OC)c2)nnc1SCC(=O)Nc1ccccc1	-37	-20
16	O=C1COc2ccc(-c3csc(=Nc4ccc(OC(F)F)cc4)n3CC3CCCO3)cc2N1 (configuration not stated)	10	-5
17	CCOC(=O)C1CCN(C(=O)CN(c2ccc3c(c2)OCO3)S(C)(=O)=O)CC1	3	-4
18	CC1(C)Cc2ccccc2-c2nc(NCCO)n(-c3ccccc3)c(=O)c21	1	28
19	CC(=O)c1ccc(NC(=O)Oc2ccccc2)cc1	13	19
20	CCOc1ccccc1NC(=O)N1CCC(C(=O)c2ccc(F)cc2)CC1	34	17
21	O=C(Nc1cccnc1)c1ccccc1Oc1ccccc1	-5	4
22	Cc1ccc(S(=O)(=O)c2c(COC(=O)c3ccccc3Cl)c(-c3ccccc3)nn2C)cc1	14	-3
23	O=S(=O)(c1ccc2oc3ccccc3c2c1)N1CCCC1	-6	-6
24	CCNc1nc(NC(C)(C)C)nc(N(C#N)CC)n1	0	-7

#	Yeast eIF2B	Yeast eIF2B mutant toxicity
13	-3	/
14	-12	7
15	-11	-20
16	28	-5
17	-29	-4
18	25	28
19	-15	19
20	15	17
21	64*	/
22	15	-3
23	4	-6
24	11	-7

Next entries.
#	compound	Yeast growth tox	Yeast growth tox inhibition %
25	CSc1nnc(-c2ccccc2Cl)n1N	0	4
26	Cc1ccccc1-n1nc2c(c1NC(=O)c1cc3ccccc3oc1=O)CS(=O)(=O)C2	5	23
27	CC1(C)CC(=O)C2=C(C1)Nc1cc3c(cc1C2c1ccc(F)cc1)OCO3 (configuration not stated)	4	0
28	CCN(C(=O)c1ccccc1Cl)c1ccccc1	29	-7
29	Cc1ccc(CN2C(=O)CCC2C(=O)NC2CC2)cc1 (configuration not stated)	14	6
30	CCN1C(=O)N(c2cccc3ccccc23)C(C)=CC1(C)C	-2	8
31	O=C(NC1CCCC1)C1CCCN(S(=O)(=O)c2ccc(-n3cnnn3)cc2)C1 (configuration not stated)	-17	-5
32	Cc1ccc(-c2nnn(CCC(=O)NC(C)(C)C)n2)cc1	24	-22
33	COc1ccc(N(C(=O)Cn2nnc3ccccc32)C(C(=O)NCc2ccco2)c2ccc(C)o2)cc1 (configuration not stated)	1	-8
34	COc1ccccc1NC(=O)N1CCC(c2nnc(SCC(N)=O)n2C)CC1	-13	-5
35	O=C(O)CSc1ccccc1C(=O)O	10	17
36	C=CCNC(=O)CNS(=O)(=O)c1ccc(F)cc1	-1	24

#	Yeast eIF2B	Yeast eIF2B mutant toxicity
25	46	4
26	21	23
27	23	/
28	11	-7
29	23	6
30	/	/
31	28	-5
32	-29	-22
33	19	-8
34	-37	-5
35	21	17
36	-15	24

Next section.
#	compound	Yeast growth tox	Yeast growth tox inhibition %
37	Clc1ccc2c(c1)c1ccccc1n2CN1CCOCC1	9	3
38	Cc1ccc(C(=O)OCc2cc3ccccc3[nH]c2=O)cc1	-41	-24
39	CCN(Cc1ccccc1)C(=O)c1ccc(CNS(=O)(=O)c2ccc(C)cc2)cc1	27	6
40	N#Cc1c(N)nc(SC2CCCCC2=O)c(C#N)c1-c1ccco1 (configuration not stated)	10	7
41	N=c1c(C(=O)NC2CCCC2)cc2c(=O)n3ccccc3nc2n1C1CCCC1	20	6
42	Cc1nnc(C)n1/N=C/C=C/c1ccccc1	18	7
43	COc1ccc(Nc2nc(CC(C)=O)ns2)cc1OC	-7	0
44	COc1ccccc1/C=N/n1c(C)nnc1-n1nc(C)cc1C	7	26
45	O=C(O)CN1C(=O)SC(Nc2ccc(C(=O)O)cc2)C1=O (configuration not stated)	37	-25
46	COc1ccccc1NC(=O)CSc1ncn(-c2ccccc2)n1	16	12
47	COC(CNC(=O)c1ccc2c(c1)nc(C)n2-c1cccc(F)c1)OC	18	10
48	Nc1nonc1-c1nc2ccccc2[nH]1	/	/

#	Yeast eIF2B	Yeast eIF2B mutant toxicity
37	/	/
38	43	-24
39	15	6
40	/	/
41	21	6
42	-15	7
43	46	/
44	17	26
45	10	-25
46	/	/
47	/	/
48	9	/

An excerpt of these results, with two lines to a compound.
Order of results – Yeast growth tox | Yeast growth tox inhibition % | Yeast eIF2B | Yeast eIF2B mutant toxicity
#32 Cc1ccc(-c2nnn(CCC(=O)NC(C)(C)C)n2)cc1
  24 | -22 | -29 | -22
#33 COc1ccc(N(C(=O)Cn2nnc3ccccc32)C(C(=O)NCc2ccco2)c2ccc(C)o2)cc1 (configuration not stated)
  1 | -8 | 19 | -8
#34 COc1ccccc1NC(=O)N1CCC(c2nnc(SCC(N)=O)n2C)CC1
  -13 | -5 | -37 | -5
#35 O=C(O)CSc1ccccc1C(=O)O
  10 | 17 | 21 | 17
#36 C=CCNC(=O)CNS(=O)(=O)c1ccc(F)cc1
  -1 | 24 | -15 | 24
#37 Clc1ccc2c(c1)c1ccccc1n2CN1CCOCC1
  9 | 3 | / | /
#38 Cc1ccc(C(=O)OCc2cc3ccccc3[nH]c2=O)cc1
  -41 | -24 | 43 | -24
#39 CCN(Cc1ccccc1)C(=O)c1ccc(CNS(=O)(=O)c2ccc(C)cc2)cc1
  27 | 6 | 15 | 6
#40 N#Cc1c(N)nc(SC2CCCCC2=O)c(C#N)c1-c1ccco1 (configuration not stated)
  10 | 7 | / | /
#41 N=c1c(C(=O)NC2CCCC2)cc2c(=O)n3ccccc3nc2n1C1CCCC1
  20 | 6 | 21 | 6
#42 Cc1nnc(C)n1/N=C/C=C/c1ccccc1
  18 | 7 | -15 | 7
#43 COc1ccc(Nc2nc(CC(C)=O)ns2)cc1OC
  -7 | 0 | 46 | /
#44 COc1ccccc1/C=N/n1c(C)nnc1-n1nc(C)cc1C
  7 | 26 | 17 | 26
#45 O=C(O)CN1C(=O)SC(Nc2ccc(C(=O)O)cc2)C1=O (configuration not stated)
  37 | -25 | 10 | -25
#46 COc1ccccc1NC(=O)CSc1ncn(-c2ccccc2)n1
  16 | 12 | / | /
#47 COC(CNC(=O)c1ccc2c(c1)nc(C)n2-c1cccc(F)c1)OC
  18 | 10 | / | /
#48 Nc1nonc1-c1nc2ccccc2[nH]1
  / | / | 9 | /

Going on with the list.
#	compound	Yeast growth tox	Yeast growth tox inhibition %
49	CC(C)(C)CC(=O)NCc1ccc(F)cc1	16	10
50	COc1ccc(S(=O)(=O)CCC(=O)N2CC(=O)N(CCc3ccccc3)C(=O)C2)cc1	4	-13
51	Cn1c(=O)c2c(nc(Br)n2CCc2ccccc2)n(C)c1=O	24	3
52	CCS/C(N)=N/N=C/c1cc(C)ccc1O	-2	-5
53	O=c1c2ccccc2nc2c3ccccc3c(NCc3ccco3)nn12	15	13

#	Yeast eIF2B	Yeast eIF2B mutant toxicity
49	/	/
50	25	-13
51	18	3
52	19	-5
53	/	/
